Gli-Sufu block: blocks Gli-Sufu signaling in a luciferase reporter; 340,000 tested, 0.74% active; Sufu-KO-LIGHT fibroblasts, Gli luciferase reporter luminescence; inhibition, % at 5 µM; AID 588413;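 active = inhibition above about 55%, limit read from the data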;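 also: 0% = DMSO-treated cells and 100% = wells with medium but no cells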
CCR6 antag: antagonists of human CCR6 receptor. inhibition, % at 20 µM. P51684. CHO-K1 CCR6 PathHunter beta-arrestin, luminescence, CCL20-stimulated. 340,000 tested, 0.49% active;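 active = compounds whose inhibition of the agonist-driven luminescence signal at 20 µM reaches about 50%, limit read from the data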;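 also: cells stimulated with CCL20 at 14 nM final; plate controls were DMSO with CCL20 for no effect and DMSO without agonist for full effect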
Target sequence (P51684 whole entry, looked up): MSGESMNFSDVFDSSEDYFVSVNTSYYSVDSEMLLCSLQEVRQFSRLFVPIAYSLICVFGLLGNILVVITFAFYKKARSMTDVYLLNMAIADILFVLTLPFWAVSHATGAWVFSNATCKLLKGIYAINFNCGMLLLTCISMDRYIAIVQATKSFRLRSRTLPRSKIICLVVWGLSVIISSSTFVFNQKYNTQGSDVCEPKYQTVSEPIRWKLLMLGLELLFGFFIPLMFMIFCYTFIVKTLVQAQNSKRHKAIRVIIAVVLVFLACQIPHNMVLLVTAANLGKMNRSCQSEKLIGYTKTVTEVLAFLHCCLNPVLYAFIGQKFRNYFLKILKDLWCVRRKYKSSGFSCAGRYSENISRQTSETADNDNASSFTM
Jurkat NFkB inh: lowers PMA/ionomycin-induced NF-kB signal in Jurkat cells; AID 435003; 330,000 tested, 0.53% active; inhibition, % at 4 µM; PMA/ionomycin-induced NF-kB luciferase reporter, luminescence
UBC13 polyUb: human UBC13 polyubiquitination inhibition. 330,000 tested, 0.47% active. inhibition, % at 20 µM. UBC13 polyubiquitin chain formation, TR-FRET. P61088; in the data active = inhibition above about 45%, passing the limit was not always enough
Target sequence (P61088 whole entry, looked up): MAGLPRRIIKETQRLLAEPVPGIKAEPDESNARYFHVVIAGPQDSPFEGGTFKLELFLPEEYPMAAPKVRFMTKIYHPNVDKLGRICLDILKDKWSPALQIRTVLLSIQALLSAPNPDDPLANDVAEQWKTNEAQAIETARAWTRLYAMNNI
Apaf1 inhib: human Apaf-1 inhibition; reconstituted apoptosome caspase-3 activity, DEVD-Rh110 fluorescence; inhibition, % at 20 µM; 330,000 tested, 0.71% active; active = inhibition of at least 40% at 20 µM;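 also: plate controls were DMSO wells for no effect and DEVD-CHO caspase inhibitor wells for full effect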
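System: reconstituted apoptosome with Apaf-1, cytochrome c, caspase-9, procaspase-3, dATP; Signal: Rh110 fluorescence intensity; Schedule: 30 min compound preincubation, 50 min activation, room temperature; Reagent: cytochrome c trigger plus (Z-DEVD)2-Rh110 caspase-3 substrate.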
EBI2 block: blocks human EBI2 receptor beta-arrestin signaling | EBI2 beta-arrestin recruitment, luminescence, 7a,25-OHC stimulated | inhibition, % at 5 µM | 360,000 tested, 0.81% active | AID 651636; in the data active = inhibition above about 38%;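 also: enzyme fragment complementation signal reports receptor beta-arrestin coupling in cells; 0% = agonist plus DMSO wells and 100% = wells without agonist; some results beyond the cut were filed as inactive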
697 NFkB inh: lowers PMA/ionomycin-induced NF-kB signal in 697 B cells; inhibition, % at 4 µM; 697 B-cell NF-kB luciferase reporter, 16 h; 330,000 tested, 0.33% active; AID 435022; in the data active = inhibition above about 35%
SENP8 inh: SENP8 protease inhibition; purified SENP8, Z-RLRGG-aminoluciferin cleavage, luminescence; inhibition, % at 10 µM; 330,000 tested, 1.2% active; AID 2540
Target sequence (Q96LD8 whole entry, looked up): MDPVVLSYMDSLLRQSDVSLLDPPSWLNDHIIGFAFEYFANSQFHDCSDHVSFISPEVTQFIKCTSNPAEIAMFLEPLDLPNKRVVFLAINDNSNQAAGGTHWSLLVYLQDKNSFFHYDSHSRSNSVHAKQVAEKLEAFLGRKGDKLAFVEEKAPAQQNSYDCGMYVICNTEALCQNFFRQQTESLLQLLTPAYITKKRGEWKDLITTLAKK
Starred values were filed as active, the others as inactive; . = no result given. Rule as the data show it, unless noted: active = inhibition above about 50%; inactive = the rest. Only part of the results is shown (hit frequency here may not be typical).

Every second line gives: Gli-Sufu block, CCR6 antag, Jurkat NFkB inh, UBC13 polyUb, Apaf1 inhib, EBI2 block, 697 NFkB inh, SENP8 inh
[1] O=C(N=Nc1c(O)[nH]c2ccccc12)c1ccc(CN2CCOCC2)cc1
    -7, -4, 0, -26, -13, 0, 15, 1
[2] CCSc1ccccc1C(=O)Nc1nncs1
    10, -16, -6, 2, -4, -1, 5, 3
[3] Cc1nn(-c2ccccc2)c(Cl)c1C(=O)NCc1ccccc1F
    -10, 9, 18, -1, 7, 1, -13, -3
[4] CSCCC(NC(=O)c1ccccc1)C(=O)N1CCN(Cc2ccc(Cl)cc2)CC1 (stereo unspecified)
    4, 10, -6, -4, 2, -7, 10, -9
[5] CC(=O)N1CCN(c2ccc(NC(=O)c3ccc(Br)o3)cc2Cl)CC1
    -17, 6, 5, 0, -6, -2, 31, -8
[6] COc1ccc2[nH]c(C(=O)O)c(CCC(=O)O)c2c1
    6, 10, 10, 8, -6, 7, 10, -8
[7] Cc1ccccc1C(=O)Oc1ccc(Cl)cc1C(=S)N1CCOCC1
    5, 31, 9, 1, 19, 22, -6, -5
[8] CC(=O)c1cccc(Nc2ccc(-c3ccccc3F)nn2)c1
    -54, 4, -117, 16, 8, 9, -61, -19
[9] Cc1noc(C)c1C(=O)OCC(=O)NC1CC1
    4, 20, 6, 5, -3, -8, 15, -2
[10] Cc1cc(NC(=O)CSc2nnc(-c3ccc(Cl)s3)o2)no1
    -5, 4, 8, -6, -5, 1, -5, -5
[11] CCCCSc1nnc([C@H](C)NC(=O)OC(C)(C)C)o1
    6, 4, -1, 6, 1, -1, -7, 5
[12] COc1ccc(S(=O)(=O)N(CC(N)=O)C2CCCCC2)cc1Cl
    5, 0, 21, 1, 1, -6, -10, -9
[13] CCCOc1ccccc1Cn1c(=O)oc2ccccc21
    5, 22, -33, -7, 9, 11, -70, -1
[14] Cc1ccc(S(=O)(=O)CC(O)CN2CCCC2=O)cc1 (stereo unspecified)
    4, -37, 12, 2, -15, -8, 0, 4
[15] COC(=O)c1cc(NC(=O)c2c(Cl)nc3sccn23)cc(C(=O)OC)c1
    4, -8, -15, -2, -14, -22, -3, 6
[16] CN(C)CCCN(C(=O)c1ccc(S(=O)(=O)N2CCc3ccccc3C2)cc1)c1nc2ccc(F)cc2s1
    -3, 6, 16, 55*, 70*, 14, -57, -2
[17] COc1ccc(CNCC(O)(c2ccc(Cl)cc2)c2ccc(Cl)cc2)cc1OC
    10, 23, 6, 11, 42*, 29, -21, -13
[18] CCOc1ccc(S(=O)(=O)N(C)CC(=O)N2CCCC2)cc1
    3, -5, 12, 4, -10, -20, 7, 3
[19] CCN(c1ccccc1)S(=O)(=O)c1cccc(C(=O)NCC(c2cccs2)N2CCOCC2)c1 (stereo unspecified)
    -4, 9, 12, -8, 32, -6, -9, -15
[20] CCN(CC(=O)Nc1cc(Cl)ccc1C)C(=O)C1CCCCC1
    13, 7, 3, 7, -7, 4, -10, -1
[21] O=C(COC(=O)c1ccccc1C(=O)c1ccccc1)NCc1ccc(F)cc1
    -1, 7, 3, 1, 0, -3, 8, 0
[22] O=C(Cc1ccc(F)cc1)NC1CCS(=O)(=O)C1 (stereo unspecified)
    8, -19, 9, 5, 10, 1, -2, -4
[23] Cc1cccc(NC(=O)Nc2ccc(C)cc2Br)c1
    -72, 4, -80, -12, 6, 3, -68, -25
[24] COC(=O)c1ccc(CN2CCCC(C(=O)Nc3cccc(-n4cccn4)c3)C2)cc1 (stereo unspecified)
    53, 6, 0, 2, 8, 5, -20, 6
[25] CCOCCCNC(=O)c1cc2sc(Cl)cc2n1CC
    59*, -11, -15, -7, 8, -2, -13, -3
[26] O=C(c1ccc2nc(Cc3cccc(Cl)c3)oc2c1)N1CCC[C@H]1CO
    -4, 11, 3, 10, 3, -5, -1, 0
[27] CCC1CCCCN1CCCNC(=O)c1cn(CC(C)C)c(=O)c2cc(OC)c(OC)cc12 (stereo unspecified)
    -38, -5, -9, 1, 4, 3, -7, 1
[28] CCOC(=O)/C(C(N)=NC(C)C)=C(\O)c1ccccc1
    -9, -8, -11, 5, 3, -9, -2, -3
[29] O=C(Nc1ccc(N2CCN(C(=O)c3ccccc3F)CC2)cc1)c1ncn[nH]1
    -2, 13, 7, -10, -9, 0, -20, -13
[30] CCOC(=O)NN=C1CN(S(=O)(=O)c2ccc(C)cc2)C1
    -17, 9, -1, -9, 1, 2, -4, -2
[31] O=C(NCC(c1cccs1)N1CCOCC1)c1cc([N+](=O)[O-])ccc1Cl (stereo unspecified)
    3, -6, -16, -11, 7, -2, 20, -7
[32] O=C(Nc1cccc(Cl)c1)C1CCCCC1
    -5, 13, 0, 10, -6, -7, 6, 9
[33] ClCC1CN(Cc2ccccc2Cl)CCO1 (stereo unspecified)
    -2, 6, -4, -8, 3, -14, -16, -8
[34] COc1ccc(C(=O)OCC(=O)c2ccc3c(c2)NC(=O)CO3)cc1S(=O)(=O)N1CCOCC1
    -2, 8, -1, 10, -2, -6, 15, 7
[35] CCOc1ccc2nc(NC(=O)CN3CCN(C)CC3)sc2c1
    -9, -5, -44, 8, -7, -2, -9, -3
[36] Cc1ccc(S(=O)(=O)N2CCN(C(=O)CCc3nc4ccccc4c(=O)[nH]3)CC2)c(C)c1
    14, 8, -3, 5, 12, 4, 28, -2
[37] CC1(C)Cc2ccccc2C(N/N=C/c2ccc([N+](=O)[O-])cc2)=N1
    1, 9, 6, -8, -4, 17, 14, -2
[38] COc1cccc(N/C(N)=N/c2nc(C(F)(F)F)cc(=O)[nH]2)c1
    6, 2, -11, -8, -1, 2, 21, 3
[39] CCOC(OCC)c1cn(Cc2ccc(C(=O)c3ccccc3)cc2)nn1
    1, 7, 36, 5, 5, -1, -14, 0
[40] COc1cc2c(cc1NC(=S)Nc1cccc3ccccc13)oc1ccccc12
    -26, 10, 3, -15, 2, -5, -12, 1

2 successive compounds already listed, quoted:
Every second line gives: Gli-Sufu block, CCR6 antag, Jurkat NFkB inh, UBC13 polyUb, Apaf1 inhib, EBI2 block, 697 NFkB inh, SENP8 inh
[39] CCOC(OCC)c1cn(Cc2ccc(C(=O)c3ccccc3)cc2)nn1
    1, 7, 36, 5, 5, -1, -14, 0
[40] COc1cc2c(cc1NC(=S)Nc1cccc3ccccc13)oc1ccccc12
    -26, 10, 3, -15, 2, -5, -12, 1

Other structures follow.
Every second line gives: Gli-Sufu block, CCR6 antag, Jurkat NFkB inh, UBC13 polyUb, Apaf1 inhib, EBI2 block, 697 NFkB inh, SENP8 inh
[41] O=C(NNC(=O)c1ccc(=O)[nH]c1)c1ccc(NS(=O)(=O)c2cccs2)cc1
    -5, 7, -3, 4, -6, -8, 13, 3
[42] COc1ccc(NC(=O)C(=O)c2cn(CC(=O)N3CCOCC3)c3ccccc23)cc1OC
    -16, 12, -8, -2, -2, -6, 17, 3
[43] Cc1ccc(CN(C)C(=O)CSc2nnc3n2CCCCC3)c(C)c1
    8, 5, 3, 2, -42, -6, 13, -16
[44] CCOC(=O)C1=C(COC(=O)c2ccc(C)c(S(=O)(=O)N3CCOCC3)c2)NC(=O)NC1C (stereo unspecified)
    8, 5, 2, 2, 3, -13, -15, 1
[45] Cc1nc2sc(C(c3ccccc3)N3CCOCC3)c(O)n2n1 (stereo unspecified)
    8, 3, 8, -2, -17, 3, 1, -5
[46] COC(=O)c1c(NC(=S)Nc2ccccc2Cl)sc(C)c1C
    6, 9, 11, 22, -11, -13, -9, -5
[47] COc1cccc(C2c3c(-c4ccccc4)n[nH]c3C(=O)N2c2ccc(C(=O)O)cc2)c1 (stereo unspecified)
    -4, -12, 11, -2, -15, -10, 10, 3
[48] O=C(Oc1ccc(/C=N/Nc2ccccc2)cc1)c1ccccc1
    -1, 10, -8, 0, 26, 7, -7, -10
[49] COc1ccc(-c2cc(C(=O)N(C)Cc3ccc(OC)c(OC)c3OC)c3ccccc3n2)cc1OC
    13, -9, 5, 25, 21, -30, 25, -5
[50] Cc1cc2ncn(/N=C/c3ccc4c(c3)OCO4)c2cc1C
    ., -2, -4, 2, 13, 16, -14, -17
[51] CCOc1ccc(C(=S)NC2CCCCC2)cc1OC
    -6, 4, -3, -1, 6, 0, -4, -9
[52] FC(F)(F)c1ccc(CN2CCN(Cc3ccco3)CC2)cc1
    2, -11, 8, -3, -13, -5, -4, 4
[53] Cn1ncc(Br)c1C(=O)OCC(=O)Nc1nc(-c2ccccc2)cs1
    -18, -4, -40, -1, 7, 8, -21, -16
[54] CC(=O)Nc1cccc(NC(=O)c2cccc3cccnc23)c1
    -11, 6, -30, 2, 6, 3, 15, 0
[55] CCOC(=O)N1CCC(Nc2c([N+](=O)[O-])cc(C(=O)O)cc2[N+](=O)[O-])CC1
    6, 6, -2, -7, 3, 1, -11, -8
[56] Cc1[nH]c2ccccc2c1CCNC(=O)c1ccc2nccnc2c1
    -8, 4, -26, -11, 6, 10, -16, -1
[57] CCOC(=O)Cc1nc2nc(C)cc(C)n2n1
    -8, -6, -4, 2, -8, -7, 5, -6
[58] Cc1ccc(S(=O)(=O)CCc2nnc(NC(=O)c3cnccn3)s2)cc1
    -18, -12, -4, -17, 8, -4, 0, -3
[59] Cc1cc(Br)ccc1OCCCCNCCO
    4, -1, -11, -2, -10, -2, 12, -6
[60] Cc1ccccc1C1(CCN2CCCCC2)CCOC(C)(C)C1 (stereo unspecified)
    6, -1, -2, -7, -6, -12, 15, -8

Single records (already shown). Values in the order: Gli-Sufu block	CCR6 antag	Jurkat NFkB inh	UBC13 polyUb	Apaf1 inhib	EBI2 block	697 NFkB inh	SENP8 inh
Profile of CCOC(=O)N1CCC(Nc2c([N+](=O)[O-])cc(C(=O)O)cc2[N+](=O)[O-])CC1 = 6	6	-2	-7	3	1	-11	-8
Profile of COc1ccc(S(=O)(=O)N(CC(N)=O)C2CCCCC2)cc1Cl = 5	0	21	1	1	-6	-10	-9
Profile of O=C(Oc1ccc(/C=N/Nc2ccccc2)cc1)c1ccccc1 = -1	10	-8	0	26	7	-7	-10
Profile of COC(=O)c1c(NC(=S)Nc2ccccc2Cl)sc(C)c1C = 6	9	11	22	-11	-13	-9	-5
Profile of Cc1ccc(S(=O)(=O)N2CCN(C(=O)CCc3nc4ccccc4c(=O)[nH]3)CC2)c(C)c1 = 14	8	-3	5	12	4	28	-2

Further structures follow:
Every second line gives: Gli-Sufu block, CCR6 antag, Jurkat NFkB inh, UBC13 polyUb, Apaf1 inhib, EBI2 block, 697 NFkB inh, SENP8 inh
[61] NS(=O)(=O)c1ccccc1NC(=S)Nc1ccccc1S(N)(=O)=O
    2, 6, -14, -3, 4, -2, 6, -9
[62] CC(C)(C)c1ccc(S(=O)(=O)CCc2ccccn2)cc1
    12, -5, -10, 6, -7, -13, -32, 3
[63] Cc1nc2ccccc2n1CC(O)Cn1c(C(F)(F)F)nc2ccccc21 (stereo unspecified)
    4, 18, 4, 3, -12, 9, -2, -1
[64] COc1cc(C(=O)Nc2ccc(N3CCN(C(=O)c4ccc(C)cc4)CC3)cc2)cc(OC)c1OC
    17, 3, -20, -10, 17, 12, -10, -2
[65] Cc1ccc(-c2cc(-c3ccccc3)no2)cc1
    -183, 0, -203, 4, -8, 12, -426, 92*
[66] COc1ccccc1C(=O)NCCC(=O)NNC(=O)c1ccccc1O
    0, 3, -3, 8, 5, 1, 6, -4
[67] O=C1COc2ccc(C(=O)COC(=O)CCc3ccc(S(=O)(=O)N4CCOCC4)cc3)cc2N1
    -10, -12, 12, -3, 6, 1, 5, 5
